Screening data from PubChem BioAssay.
IAP activation: activators of mouse IAP, confirmation, biochemical, luminescence, single concentration (AID 434970). purified mouse IAP, CDP-Star luminescence, 30 min; hits give low values. activity change, negative = activation, % at 10 µM. 11,000 tested, 2.9% active; in the data active = activity change below about -85%;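 note: percent relative to enzyme plus DMSO wells and wells without enzyme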
IAP activation Fold change: recorded beside IAP activation, whose call it bears; activation factor; measured here: IAP activation factor; hits give high values;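 fold luminescence change scaled to plate control wells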
The depositor's hits bear a star.

#1 O=C1NC(=O)N(c2ccccc2)C(=O)/C1=C\c1ccc([N+](=O)[O-])o1
#2 Cc1cc(OCc2nn[nH]n2)c2c3c(c(=O)oc2c1)CCCC3
#3 CC(=O)OC1N=C(c2ccccc2)c2cc(Br)ccc2N(C)C1=O (stereo not given)
#4 O=c1c(C=NCc2cccs2)c(O)n(C2CCCCC2)c(=O)n1C1CCCCC1
#5 Cc1cccc(N2C(=O)NC(=O)/C(=C\C=C\c3ccco3)C2=O)c1
#6 O=C1NC(=S)NC(=O)C1C/C=C/c1ccccc1
#7 CCc1cc2c(N3CCN(C)CC3)ncnc2s1
#8 Cc1ccc(CN2C3CCCC2CC(NC(=S)NCc2ccccc2)C3)cc1 (stereo not given)
entry no.,1,2,3,4,5,6,7,8
IAP activation,59,5,1,-10,53,37,7,-188*
IAP activation Fold change,0.41,0.95,0.99,1.1,0.47,0.63,0.93,2.9*

Nos. 6 through 8, quoted:
#6 O=C1NC(=S)NC(=O)C1C/C=C/c1ccccc1
#7 CCc1cc2c(N3CCN(C)CC3)ncnc2s1
#8 Cc1ccc(CN2C3CCCC2CC(NC(=S)NCc2ccccc2)C3)cc1 (stereo not given)
entry no.,6,7,8
IAP activation,37,7,-188*
IAP activation Fold change,0.63,0.93,2.9*

Other results follow:
#9 CN(CC1COc2ccccc2O1)c1nc(-c2cccnc2)nc2ccccc12 (stereo not given)
#10 O=C1OCCC1NC1=NCCC1 (stereo not given)
#11 CC1(C)CSC(Nc2ccc(F)c(Cl)c2)=N1
#12 O=[N+]([O-])c1cc(S(=O)(=O)c2ccc(O)c([N+](=O)[O-])c2)ccc1O
#13 CC(=NCCCN1CCCCC1)c1c(O)n(Cc2ccccc2)c(=O)[nH]c1=O
#14 Oc1cc2c(cc1CN1CCN(c3ccccc3)CC1)CCC2
#15 O=c1c2cc(Cl)cc(Cl)c2nc(CN2CCOCC2)n1-c1ccccc1F
#16 Cc1ccc2c(c1)CC1(CN2C)C(=O)NC(=O)N(c2cccc(C)c2C)C1=O (stereo not given)
entry no.,9,10,11,12,13,14,15,16
IAP activation,-6,7,8,53,-11,0,8,8
IAP activation Fold change,1.1,0.93,0.92,0.47,1.1,1,0.92,0.92

#17 CCOC(=O)C1=C(C)c2ccccc2OC1(C(=O)OCC)c1ccccc1 (stereo not given)
#18 Cc1cccn2c(=O)c3c(nc12)N1CCC(Cc2ccccc2)CC1C1(C3)C(=O)N(C)C(=O)N(C)C1=O (stereo not given)
#19 CCCCN1C(=O)/C(=C\c2ccco2)C(=O)N(CCc2ccccc2)C1=O
#20 Cc1ccc2c(c1)C1CN(C)CCC1N2C(=O)Nc1cccc(C(F)(F)F)c1 (stereo not given)
#21 CCOC(=O)c1sc(/N=C/c2c(O)n(-c3ccccc3)c(=O)[nH]c2=O)c(C#N)c1C
entry no.,17,18,19,20,21
IAP activation,-4,0,5,-23,18
IAP activation Fold change,1,1,0.95,1.2,0.82

In another format: results already given
The line under a structure holds: IAP activation | IAP activation Fold change
(17) CCOC(=O)C1=C(C)c2ccccc2OC1(C(=O)OCC)c1ccccc1 (stereo not given)
 : -4 | 1
(18) Cc1cccn2c(=O)c3c(nc12)N1CCC(Cc2ccccc2)CC1C1(C3)C(=O)N(C)C(=O)N(C)C1=O (stereo not given)
 : 0 | 1

An excerpt, so the mix of outcomes need not match the whole.
